From PubChem
DDE Tn7 FP inh: inhibitors of Tn7 peptide binding to human fibrin DD(E); P02675; FP displacement of FITC-Tn7 peptide from fibrin DD(E); 0% = median of compound wells per plate; inhibition, % at 8.3 µM; 0.13% of 370,000 active; AID 720508;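 active means inhibition above the mean of compounds falling within the control limits plus 3 SD of them, cut at about 14% in these data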;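 further: 0% = plate median of compound wells and 100% = 10 µM Aha-Tn7 peptide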
Target sequence (P02675 whole entry, looked up): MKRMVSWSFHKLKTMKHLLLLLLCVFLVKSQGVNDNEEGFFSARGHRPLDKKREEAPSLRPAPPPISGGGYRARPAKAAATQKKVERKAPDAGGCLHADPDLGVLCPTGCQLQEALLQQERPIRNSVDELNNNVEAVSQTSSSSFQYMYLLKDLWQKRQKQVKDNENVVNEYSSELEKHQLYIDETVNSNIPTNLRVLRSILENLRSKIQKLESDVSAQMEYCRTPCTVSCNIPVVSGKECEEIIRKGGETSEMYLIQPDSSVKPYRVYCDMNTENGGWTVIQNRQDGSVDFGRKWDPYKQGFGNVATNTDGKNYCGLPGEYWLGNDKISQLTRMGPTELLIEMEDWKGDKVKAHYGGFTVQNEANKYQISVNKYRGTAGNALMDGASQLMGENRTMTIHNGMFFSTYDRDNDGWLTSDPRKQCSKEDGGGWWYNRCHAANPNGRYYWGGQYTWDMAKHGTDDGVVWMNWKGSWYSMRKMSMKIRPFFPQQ
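system = human fibrin DD(E) protein | quantity = DD(E) 2 µM final | medium = Tris/NaCl/CaCl2 buffer, pH 7.8 | also added = labelled Tn7 tracer, 0.1 µM | compound dosing = single point at 8.3 µM | timing = compound with protein 10 min, then 3 h after probe, room temperature | signal = FP measurement | benchmarks = Aha-Tn7 high control | repeats = one replicate per compound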
MBD2 inh: inhibitors of human MBD2 binding to methylated oligonucleotide. Q9UBB5. TR-FRET. inhibition, % at 4.4 µM. 0.31% of 370,000 active. AID 686964; in the data active means inhibition above about 13%
Target sequence (Q9UBB5 whole entry, looked up): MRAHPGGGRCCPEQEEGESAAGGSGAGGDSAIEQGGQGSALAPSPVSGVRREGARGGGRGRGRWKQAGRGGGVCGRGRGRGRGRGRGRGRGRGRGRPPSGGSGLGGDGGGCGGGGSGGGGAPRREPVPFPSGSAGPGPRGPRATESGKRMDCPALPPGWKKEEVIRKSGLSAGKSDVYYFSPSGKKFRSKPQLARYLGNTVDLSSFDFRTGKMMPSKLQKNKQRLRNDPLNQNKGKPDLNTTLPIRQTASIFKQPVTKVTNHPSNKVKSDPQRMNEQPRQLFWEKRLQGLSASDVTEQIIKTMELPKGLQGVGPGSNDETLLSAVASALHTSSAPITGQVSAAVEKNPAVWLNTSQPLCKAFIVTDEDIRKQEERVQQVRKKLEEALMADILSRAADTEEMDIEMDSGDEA
UHRF1 binding: human UHRF1 methylated DNA binding inhibitors. 0.75% of 370,000 active. UHRF1 binding to methylated oligo, TR-FRET. Q96T88. inhibition, % at 4.4 µM. AID 687016; in the data active means inhibition above about 21%;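 further: UHRF1 SRA domain binding a hemimethylated CpG hairpin DNA probe; 0% = median of test compound wells and 100% = reference inhibitor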
PLC-beta3 inh: blocks human PLC-beta3 enzyme activity | Q01970 | Purified PLC-beta3, fluorogenic substrate, fluorescence | inhibition, % at 12.2 µM | 0.18% of 370,000 active; in the data active means inhibition above about 11%;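 further: 0% = median of compound wells on plate and 100% = full blocker control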
ASAP1 inh: inhibitors of human ASAP1 ArfGAP activity | ASAP1-stimulated ARF1 GTP hydrolysis, GDP FP detection | inhibition, % at 16.5 µM | 0.19% of 360,000 active | AID 624377; in the data active means inhibition above about 25%;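 further: 0% = vehicle with enzyme and substrate and 100% = no enzyme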
proKLK7 act: activators of human kallikrein-7 zymogen | purified proKLK7, EDANS-DABCYL substrate fluorescence; 100% is mature enzyme control, 0% vehicle | activation, % at 7 µM | 0.9% of 370,000 active | AID 652039;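 active means activation above the mean of all tested compounds plus 3 SD, computed per campaign excluding outliers beyond control limits, cut at about 13% in these data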
Tn6 DDE FP: DD(E)-Tn6 binding inhibition, primary FP screen; P02675; Fibrin DD(E) TRITC-Tn6 fluorescence polarization displacement; inhibition, % at 8.3 µM; 0.21% of 370,000 active; AID 720509;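 active means inhibition above a per-campaign cutoff: mean of compounds within control limits plus 3 SD, cut at about 15% in these data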;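 further: 0% = median of all compound wells on the plate and 100% = blocking peptide control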
PLC-gamma1 inh: blocks human PLC-gamma1 enzyme activity | P19174 | purified PLC-gamma1, fluorogenic substrate, fluorescence | inhibition, % at 12.2 µM | 0.84% of 370,000 active; in the data active means inhibition above about 9.5%
ADAM17 inh: inhibitors of human ADAM17; recombinant ADAM17, EDANS/DABCYL FRET peptide cleavage; AID 720648; inhibition, % at 6.95 µM; 0.83% of 370,000 active;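 active means inhibition above the mean of compounds lying between control limits plus 3 SD, set per campaign, cut at about 8.5% in these data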;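 further: 0% = DMSO-only wells as the low control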
ARFGAP1 inhibitor: rat ARFGAP1 inhibition. Q62848. Arfgap1-stimulated ARF1 GTP hydrolysis, GDP FP detection. inhibition, % at 16.5 µM. 0.26% of 360,000 active;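 active means inhibition above a per-plate limit, mean inhibition of low control wells plus 3 SD, cut at about 25% in these data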;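 further: 0% = DMSO wells with enzyme and 100% = wells lacking Arfgap1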
Target sequence (Q62848 1-136 limits assumed): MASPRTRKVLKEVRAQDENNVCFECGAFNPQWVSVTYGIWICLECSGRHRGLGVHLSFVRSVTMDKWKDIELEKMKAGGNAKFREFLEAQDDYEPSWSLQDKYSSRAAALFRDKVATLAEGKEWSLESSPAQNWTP
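System: truncated rat Arfgap1 GAP domain / Medium: HEPES-based buffer, pH 7.5 / Also added: N-terminally truncated human ARF1-GTP substrate / Incubation: enzyme reaction 120 min at 25 °C after 20 min preincubation / Measured by: FP of antibody-bound GDP Alexa 633 tracer, ex 620/em 688 nm / Replicates: singlicate, each compound tested once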
An asterisk follows results filed as active.

Structure,ADAM17 inh,PLC-gamma1 inh,proKLK7 act,ASAP1 inh,PLC-beta3 inh,MBD2 inh,DDE Tn7 FP inh,ARFGAP1 inhibitor,UHRF1 binding,Tn6 DDE FP
COc1ccc(C(=O)NCC(=O)N/N=C(C)\C=C\c2ccccc2)cc1OC,-3,-1,-0.6,4,-1,0,3,-6,-3,3
Cn1cccc1/C=C(/C#N)c1ccc(F)cc1,-1,0,0.4,-28,-6,-1,3,-1,-2,-3
Cc1ccc(S(=O)(=O)NN=CC=CC=NNS(=O)(=O)c2ccc(C)cc2)cc1,-4,-12,0.4,-8,-11,-1,6,10,-3,1
Cc1cc(C)c(NC(=O)CN2C(=O)NC3(CCc4ccccc43)C2=O)c(Cl)c1 (configuration not stated),-2,5,-0.2,-11,-3,-3,2,-2,0,-1
CCOC(=O)c1ccc(CNCc2ccc(C)cc2)cc1,-2,5,0.2,11,3,0,-1,-3,0,-4
CC(C)(C)NC(=O)[C@]1(C)CCC[C@@]2(C)C3CC[C@@]4(C)C[C@]3(CCC21)CC4=O (some centres not stated),0,1,1.1,5,2,-4,0,12,-3,4
Cc1c(NC(=O)Nc2cccc(F)c2)c(=O)n(-c2ccccc2)n1C,-2,0,0.2,4,-4,-4,0,-4,-2,-4
O=C(CCNS(=O)(=O)c1ccc2[nH]c(=O)oc2c1)NCc1ccc(F)cc1,-4,1,-0.6,-9,-8,-5,2,1,0,2
CC(Oc1ccccc1F)C(=O)NNC(=O)c1cc2ccccc2o1 (configuration not stated),-1,1,-0.6,-2,-2,2,6,-5,1,2
COc1ccc(-c2cc(C(F)(F)F)n3nc(C(=O)NCc4ccco4)c(Cl)c3n2)cc1,-4,-20,-1.6,-7,-26,-7,2,8,-1,-3
COc1ccccc1-n1cc([C@@H]2C[C@H]3CN(c4ccccc4)C(=O)[C@]34CCCN24)cn1,-2,-9,-0.1,-12,-4,1,2,-10,2,-3
O=C(CN1CCN(CC(=O)Nc2ccc(Cl)cc2)CC1)Nc1ccc(F)cc1,2,3,-0.1,-4,-3,-2,3,0,-3,-4
O=C(NCCCN1CCCC1)C1CCN(C(=O)c2cc3sccc3n2Cc2ccc(F)cc2)CC1,0,4,-0.3,4,5,-3,-2,2,2,0
CC(C)(C)/C(Cn1cncn1)=N\OC(=O)Nc1ccc(Cl)cc1,2,6,0.2,0,-2,-2,-6,2,6,6
NS(=O)(=O)c1cnccc1Nc1ccc(Cl)cc1,-2,-2,0.0,4,-2,1,-2,6,7,9
COCCn1nnnc1C(c1ccccn1)N1CCN(c2cccc(C)c2C)CC1 (configuration not stated),-8,-7,0.0,-18,-7,2,8,4,1,-5
Cc1cccc(NC(=O)CCCCC(=O)Nc2cccc(C)c2)c1,-1,0,0.1,6,-4,2,0,-8,-1,4
NS(=O)(=O)OCCCCCc1ccccc1,-2,0,0.7,-9,0,2,0,3,6,2
COc1ccc(NC(=O)COc2nsnc2N2CCOCC2)c(OC)c1,-3,0,-0.3,-5,-6,2,-7,-7,-1,5
CCOC(=O)c1nn(-c2ccc(C)c(Cl)c2)c(=O)c(C#N)c1C,-3,-29,0.6,-5,-42,-3,8,1,-1,0
COc1cccc(COc2ccc3c(C)c(Cc4ccccc4)c(=O)oc3c2)c1,-9,-4,-0.3,4,-3,3,1,7,16,-1
COc1ccc(C(=O)NC2CC3CCCC(C2)N3Cc2ccccc2)cc1 (configuration not stated),2,6,-0.2,-2,-3,-2,-8,4,-1,0
O=C(CSc1ccc2c(c1)OCCO2)NCCN1C(=O)CSC1=O,-2,2,0.1,-3,1,-1,7,-9,2,-2
O=[N+]([O-])c1ccc(N/N=C/C=C/c2ccco2)cc1,8,-12,0.3,11,-27,-12,-8,0,-4,-9
COc1ccccc1C(=O)NCC(c1cccnc1)N(C)C (configuration not stated),1,3,-0.8,9,0,3,-1,7,3,3

4 entries drawn at random from the list so far:
Structure,ADAM17 inh,PLC-gamma1 inh,proKLK7 act,ASAP1 inh,PLC-beta3 inh,MBD2 inh,DDE Tn7 FP inh,ARFGAP1 inhibitor,UHRF1 binding,Tn6 DDE FP
COc1ccc(-c2cc(C(F)(F)F)n3nc(C(=O)NCc4ccco4)c(Cl)c3n2)cc1,-4,-20,-1.6,-7,-26,-7,2,8,-1,-3
COc1ccccc1-n1cc([C@@H]2C[C@H]3CN(c4ccccc4)C(=O)[C@]34CCCN24)cn1,-2,-9,-0.1,-12,-4,1,2,-10,2,-3
CC(C)(C)/C(Cn1cncn1)=N\OC(=O)Nc1ccc(Cl)cc1,2,6,0.2,0,-2,-2,-6,2,6,6
COCCn1nnnc1C(c1ccccn1)N1CCN(c2cccc(C)c2C)CC1 (configuration not stated),-8,-7,0.0,-18,-7,2,8,4,1,-5

(next part)
Structure,ADAM17 inh,PLC-gamma1 inh,proKLK7 act,ASAP1 inh,PLC-beta3 inh,MBD2 inh,DDE Tn7 FP inh,ARFGAP1 inhibitor,UHRF1 binding,Tn6 DDE FP
Cc1ccc(Cn2nnnc2CN2CCC(NC(=O)c3ccccc3F)CC2)cc1,-6,-1,0.0,12,-2,3,7,9,7,11
O=C(/C=C/c1ccco1)N(Cc1cccc(Cl)c1)C1CCS(=O)(=O)C1 (configuration not stated),-1,3,0.3,-3,-4,1,-3,-3,1,-3
COc1ccc(CCNC(=O)CN(c2ccc(OC)c(OC)c2)S(=O)(=O)c2ccc(C)cc2)cc1,3,3,0.6,-8,-1,-7,2,-3,-4,5
Cn1c2ccccc2c2n[nH]c(=S)nc21,-3,-2,-0.2,0,-3,-6,7,-12,-6,-1
CCOc1ccc(NC(=O)CSc2nnc(Cn3cnc([N+](=O)[O-])n3)n2C)cc1,-4,2,-0.2,3,1,-2,4,10,0,6
Cc1cccc(C2(c3cccc(C)c3)CC2C(=O)NCC2CCCO2)c1 (configuration not stated),1,1,0.1,3,2,4,-1,8,2,0
Cc1ccc(-c2nnn(CC(=O)N(CC(=O)NC3CCCC3)c3ccccc3F)n2)o1,-4,4,-0.3,-3,-3,-1,5,-6,3,2
O=C(O)CCC(=O)Nc1ccc(S(=O)(=O)Nc2nccs2)cc1,5,6,-0.7,-7,9,-1,1,0,2,-5
Cc1ccc(-c2csnn2)cc1,0,0,0.1,7,-2,2,-1,-19,-2,-3
CCOC(=O)c1c(C)[nH]c(C)c1C(=O)COC(=O)CNC(=O)C1CCCCC1,3,3,-0.3,-1,1,5,-4,5,1,5
COc1ccc(C)cc1S(=O)(=O)n1cnc2ccccc21,1,4,-0.4,-13,0,-6,7,9,1,-1
Cc1cc(C)n(-c2ccc3cccc(NS(C)(=O)=O)c3n2)n1,-2,1,-0.2,11,1,0,7,-8,1,2
Cc1ccc(S(=O)(=O)N2C[C@@H]3CCCC[C@@H]3[C@@H](C)[C@H]2c2cn(Cc3ccccc3)c3ccccc23)cc1,1,5,0.2,-2,2,-3,-3,7,-1,-5
CCN(CC(=O)NC1CCS(=O)(=O)C1)c1ccc([N+](=O)[O-])cc1C#N (configuration not stated),-2,-10,0.0,-9,-16,0,1,6,-2,-10
CCN1C(=O)N[C@@H](c2ccco2)C(C(C)=O)=C1C,4,5,0.2,2,6,-1,-10,1,1,-7
Cc1ccccc1-c1nc(CS(=O)CC(=O)NC2CCCC2)c(C)o1 (configuration not stated),0,2,0.8,-4,-8,-4,-3,-8,-1,-1
Cn1c(=O)c2c(nc(NCc3ccco3)n2CCc2ccccc2)n(C)c1=O,-5,-1,0.0,-12,2,-2,-3,1,-2,-2
CC1(C)CC(=O)C(C2C3=C(CC(C)(C)CC3=O)OC3=C2C(=O)CC(C)(C)C3)=C(O)C1,-2,3,0.3,-6,-5,-6,0,5,-3,2
O=C(CN1C(=O)c2ccccc2C1=O)NC1CCCCC1,-5,-1,0.1,-6,-8,-1,-3,0,1,-5
O=C(OCc1ccc(Br)cc1)c1cnc(Cl)c(Cl)c1,1,5,-0.4,12,-1,-3,-5,3,3,-2
COc1ccc(S(N)(=O)=O)cc1C(=O)OCC(=O)Nc1sccc1C#N,-1,-2,-0.3,7,-6,0,-1,-5,-2,-4
CN(Cc1cccc([N+](=O)[O-])c1)Cc1cccc2ccccc12,3,4,0.0,1,-4,2,-2,5,-3,5
O=C(NCCCN1CCOCC1)c1ccc(N2CCCC2)c([N+](=O)[O-])c1,3,5,-0.1,4,4,-9,-6,3,-6,-5
C/C(=N\NC1=NCCN1)c1ccc(Cl)cc1,-2,3,0.0,-5,-8,6,-6,0,-5,2
Cn1cc(CN2CCCC(C(=O)c3cccs3)C2)c(-c2cccc(Cl)c2)n1 (configuration not stated),1,0,0.6,22,-6,5,2,8,2,-1
Cc1cc(C)n2nc(C(=O)OC(C)C(=O)c3ccccc3)nc2n1 (configuration not stated),0,2,0.4,-8,-3,-4,6,-9,-1,1
CC1CCCCC1NC(=O)Cn1[nH]c(=O)c2ccccc2c1=O (configuration not stated),4,-1,-0.2,5,-3,2,3,6,4,0
O=C(Cn1cnc2ccccc21)N/N=C/c1ccccn1,-1,0,0.0,-1,1,0,-1,-4,-2,-11
CC1(C(=O)NS(=O)(=O)c2cccc(OC(F)F)c2)CCN1C(=O)C1CC1 (configuration not stated),0,3,-0.2,-8,7,1,-3,-10,1,-8
Cc1cc(C)n2nc(SCC(=O)Nc3ccc(O)cc3)nc2n1,-1,0,-0.2,2,-5,3,-2,-8,-1,9
CCN(CC)CCN(Cc1cc2cc3c(cc2[nH]c1=O)OCCO3)C(=S)NCCCOC,-123,-46,5.4,-6,-60,-4,3,-9,-3,1
COC(=O)c1c(NC(=O)COC(=O)CCc2ccc(S(=O)(=O)N3CCOCC3)cc2)sc2c1CCC2,-5,1,0.2,5,0,-4,3,-1,-1,-6
CCC[N+]1(CC#CC2(O)CCCCC2)CCOCC1,-3,-1,0.1,6,-1,1,4,12,1,-2
O=c1[nH]c(-c2ccccc2)c(-c2ccccc2)[nH]1,-159,-123,-3.5,12,-151,1,6,-4,2,7
COc1ccc(S(=O)(=O)NCC2CCCN(Cc3ccccc3Cl)C2)cc1 (configuration not stated),3,4,0.2,-4,-3,-7,-2,13,-2,12
COc1cccc2cc(C(=O)OC(C)C(=O)c3ccc(C)cc3)c(=O)oc12 (configuration not stated),3,-8,-0.7,3,-17,3,4,14,2,2
Cc1coc2cc3oc(=O)c(CC(=O)N[C@@H](CC(C)C)C(=O)O)c(C)c3cc12,-98,-247,12,-6,-357,4,-3,-2,5,8
O=C(NCc1cccc(Cl)c1)C1CCC(=O)N(C2CC2)C1 (configuration not stated),-3,1,-0.6,1,0,3,1,3,0,7
Cc1ccc(CCN2C(=O)CCC2(C)C(=O)NC2CCCC2)cc1 (configuration not stated),-2,3,-0.6,2,2,2,0,14,-2,2
COc1ccc(CCC(=O)N2CCCC(Nc3ccccc3)C2)cc1OC (configuration not stated),-3,-1,0.1,11,-7,2,-3,2,-3,-2
CCCN(C(=O)c1cn(CCC)c2ccccc12)c1ccc(Oc2cccnc2)cc1,10*,1,0.0,-17,-2,0,0,-2,0,-21
